# PfG6PD inh – PfG6PD (Plasmodium falciparum) enzyme inhibition; AID 504690; inhibition, % at 20 µM; 350,000 tested, 0.78% active; PfGluPho enzyme, NADPH resazurin-diaphorase fluorescence;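 active means inhibition reaching at least a set limit at 20 µM in the primary screen, cut at about 59% in these data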;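 further: 0% = DMSO wells with substrate and 100% = DMSO wells lacking glucose-6-phosphate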
# SENP8 block-1 – blocks human SENP8 cleavage of Nedd8 substrate. Q96LD8. recombinant SENP8, Nedd8 substrate fluorescence. inhibition, % at 20 µM. 360,000 tested, 0.64% active. AID 602440; in the data active means inhibition mostly above about 40%, no sharp cut-off; inactive means mostly below about 27%
# SENP1 FRET inh – SENP1 (human) catalytic domain inhibition; 360,000 tested, 0.21% active; Q9P0U3; inhibition, % at 10 µM; AID 624204; recombinant SENP1 catalytic domain, CyPet-SUMO1-YPet FRET cleavage;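 active means inhibition at least 30% at 10 µM, raw YFP signal under a set limit, fluorescence ratio 0.5 to 1.5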;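 further: 0% = enzyme with DMSO and 100% = no enzyme wells; some results filed as inactive read as strong as hits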
# Target sequence (Q9P0U3 419-644 limits assumed): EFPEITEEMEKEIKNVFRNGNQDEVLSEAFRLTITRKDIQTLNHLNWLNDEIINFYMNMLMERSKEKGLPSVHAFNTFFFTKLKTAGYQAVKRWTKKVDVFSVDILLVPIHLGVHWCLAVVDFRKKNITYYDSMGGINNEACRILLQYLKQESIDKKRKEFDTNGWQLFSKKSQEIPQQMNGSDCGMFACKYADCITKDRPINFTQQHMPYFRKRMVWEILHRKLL
#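 Test system: human SENP1 catalytic domain; medium: Tris pH 8 buffer plus EDTA, NaCl, BME, BSA, NP40, catalase; incubation: 50 min reaction at room temperature; technique: FRET, CFP and YFP emission; controls: no-enzyme low control and enzyme-plus-DMSO high control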
# SENP6 inh – inhibitors of human SENP6 protease | inhibition, % at 10 µM | Recombinant SENP6 catalytic domain, aminoluciferin luminescence | 330,000 tested, 1.8% active;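 active means inhibition above about 50% at the single tested dose, limit read from the data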;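 further: plate controls were DMSO wells with enzyme for no effect and DMSO wells lacking enzyme for full effect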
# Target sequence (Q9GZR1 628-1112 limits assumed): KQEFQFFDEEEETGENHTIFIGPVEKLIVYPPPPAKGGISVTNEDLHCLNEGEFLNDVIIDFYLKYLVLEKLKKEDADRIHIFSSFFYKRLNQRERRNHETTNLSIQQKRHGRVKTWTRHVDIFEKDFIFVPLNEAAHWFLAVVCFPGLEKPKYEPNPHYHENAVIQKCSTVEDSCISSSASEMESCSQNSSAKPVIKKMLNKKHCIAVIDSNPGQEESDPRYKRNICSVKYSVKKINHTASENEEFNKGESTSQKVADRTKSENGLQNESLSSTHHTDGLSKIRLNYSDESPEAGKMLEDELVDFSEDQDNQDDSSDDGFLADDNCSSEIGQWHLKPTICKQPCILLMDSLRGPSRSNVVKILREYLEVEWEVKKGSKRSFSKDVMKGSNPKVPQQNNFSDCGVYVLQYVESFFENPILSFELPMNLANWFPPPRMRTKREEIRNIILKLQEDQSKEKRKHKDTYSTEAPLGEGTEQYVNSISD
# NLRP3 yeast inh – blocks the NALP3 inflammasome reconstituted in yeast. Yeast reconstituted NLRP3/ASC/caspase-1, beta-gal luminescence, 24 h. AID 2825. 330,000 tested, 0.39% active. inhibition, % at 10 µM;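 active means inhibition of 50% or more; inactive means inhibition below 50%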;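 further: plate controls were induced DMSO wells for no effect and uninduced yeast grown without galactose for full effect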
# Apaf-1 inh – blocks human Apaf-1 apoptosome activity; O14727; reconstituted apoptosome caspase-3 activity, DEVD-Rh110 fluorescence; inhibition, % at 20 µM; 330,000 tested, 0.71% active; AID 489030; active means inhibition of at least 40% at 20 µM;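 further: plate controls were DMSO wells for no effect and DEVD-CHO caspase inhibitor wells for full effect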
#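 Material: reconstituted apoptosome with Apaf-1, cytochrome c, caspase-9, procaspase-3, dATP / Buffer or medium: pH 7.5 Hepes buffer with CHAPS, BSA, DTT / Also added: cytochrome c with DEVD-Rh110 / Schedule: compound with Apaf-1, dATP, procaspase-3 30 min, then 50 min reaction, room temperature / Technique: rhodamine 110 fluorescence at Ex 480/Em 540 nm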
# SENP7 inh – inhibitors of human SENP7 protease | Q9BQF6 | recombinant SENP7, Z-RLRGG-aminoluciferin luminescence, 40 min | inhibition, % at 5 µM | 330,000 tested, 1.5% active | AID 434973;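 active means inhibition above about 50% at the single test dose, limit read from the data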;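 further: plate controls were DMSO with enzyme for no effect and no enzyme buffer wells for full effect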
# Target sequence (Q9BQF6 706-1050 limits assumed): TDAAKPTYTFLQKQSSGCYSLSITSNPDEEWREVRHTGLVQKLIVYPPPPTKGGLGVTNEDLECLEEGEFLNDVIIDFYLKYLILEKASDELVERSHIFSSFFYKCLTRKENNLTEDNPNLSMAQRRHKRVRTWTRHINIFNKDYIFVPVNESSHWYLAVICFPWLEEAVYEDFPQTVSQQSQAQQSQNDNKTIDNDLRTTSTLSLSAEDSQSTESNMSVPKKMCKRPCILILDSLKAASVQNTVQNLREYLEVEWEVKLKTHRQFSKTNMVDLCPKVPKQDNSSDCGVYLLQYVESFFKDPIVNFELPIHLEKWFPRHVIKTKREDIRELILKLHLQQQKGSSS
# HKDC1 inhibitor – blocks human hexokinase HKDC1 activity; Q2TB90; recombinant HKDC1, G6PDH/diaphorase resazurin coupled fluorescence; inhibition, % at 20 µM; 340,000 tested, 0.16% active;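 active means inhibition above about 35% when tested at 20 µM, limit read from the data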;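 further: plate controls were DMSO wells with enzyme for no effect and DMSO wells lacking enzyme for full effect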
#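 Test system: recombinant HKDC1 (HK5) hexokinase enzyme, produced in-house / Doses: 20 µM test compound, 1% DMSO / Timing: 90 min, room temperature / Detection: G6PDH/diaphorase-coupled fluorescence, 1 mM NADP, 100 µM resazurin, 525/613 nm / Control set: DMSO wells with and without enzyme mix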
# SENP8 block-2 – inhibitors of human SENP8 protease; purified SENP8, Z-RLRGG-aminoluciferin cleavage, luminescence; inhibition, % at 10 µM; 330,000 tested, 1.2% active; AID 2540; in the data active means inhibition above about 50%
# * marks the source's active call; other numbers are inactive results; . = not tested or not shown.
No.	Compound	PfG6PD inh	SENP8 block-1	SENP1 FRET inh	SENP6 inh	NLRP3 yeast inh	Apaf-1 inh	SENP7 inh	HKDC1 inhibitor	SENP8 block-2
1	COC(=O)c1cccnc1NC(=S)NC1CCCCC1	3.2	3.0	1.7	-9.6	-46.0	13.4	-3.9	-7.0	-6.6
2	Cc1ccc(S(=O)(=O)Nc2ccccc2F)cc1C(=O)OC(C)C(=O)N1CCOCC1 (stereo unspecified)	-12.3	3.3	1.1	-16.7	4.9	3.1	-4.4	-6.2	-20.5
3	Cc1nnc(NC(=O)CSc2nnc(-c3ccco3)n2C(C)C)s1	-1.1	10.2	-2.9	-21.0	8.2	5.4	-1.5	-5.2	-3.1
4	O=C(Cn1cnc2cc([N+](=O)[O-])ccc2c1=O)NCCc1ccc(F)cc1	-2.2	-53.8	-28.9	8.2	20.1	6.8	5.0	-3.6	4.1
5	Cc1ccc(-c2nnc(CCC(=O)NCC3C4CC5CC(C4)CC3C5)o2)s1 (stereo unspecified)	8.6	5.9	2.2	-13.3	22.9	13.6	0.1	-3.5	-2.0
6	COC(=O)c1nn(-c2ccccc2)c(Cl)c1/C=N/O	-8.4	12.9	-0.9	-2.2	11.4	-17.9	-9.8	0.1	-10.0
7	COc1ccc2cc(S(=O)(=O)n3cnc(C)c3)ccc2c1	-0.8	12.8	1.0	-4.8	29.5	5.7	5.6	-2.7	0.0
8	Cc1ccc(C)c(NC(=O)CN(C)C(=O)COc2ncnc3sccc23)c1	-6.5	-30.3	-47.0	0.9	11.4	-7.7	4.2	-9.3	-0.1
9	Cc1cccc2c1N(CCOc1ccccc1Cl)C(=O)C2=O	25.0	14.8	1.1	-20.9	15.9	10.7	-7.0	3.0	-17.3
10	CSCCC(NC(=O)c1cccc(C)c1)C(=O)O (stereo unspecified)	-8.8	6.1	1.1	-12.6	17.7	-3.8	-6.1	-9.3	-0.3
11	COc1cc(/C=N/NC(=O)c2nc3ccccn3c2C)cc(OC)c1O	15.8	-77.7	-2.6	-18.7	-6.0	0.8	3.9	-2.6	-4.0
12	COc1ccc(/C=N/NC(=O)c2ccc3c(c2)NC(=O)C(C)(C)O3)cc1OC	9.4	-207.4	-0.5	-18.9	16.2	4.5	-8.1	-0.1	-0.9
13	CCOP(=O)(OCC)/C(=N/OC(=O)c1ccc(OC)cc1)C(N)=O	-2.7	16.3	1.5	-39.2	9.3	6.6	0.8	-2.5	-3.1
14	Cc1ccc(N(CC(=O)N/N=C/c2ccc(OC3CSC3)cc2)S(=O)(=O)c2ccccc2)c(C)c1	-2.8	16.7	2.0	13.1	9.4	62.7*	-10.8	16.7	-7.6
15	CC(=O)Nc1cc(C(=O)OC(C(=O)c2ccccc2)c2ccccc2)ccc1C (stereo unspecified)	-34.0	36.6	1.9	-11.3	-34.3	7.5	8.0	-1.7	-0.8
16	Cc1ccc2cc3cc(C(=O)NCCCN4CCCC4=O)oc3nc2c1	12.6	-360.3	-2.5	-9.3	8.8	-11.5	-3.3	0.0	9.7
17	CNC(=O)COC(=O)c1ccc([N+](=O)[O-])cc1Cl	-26.6	22.1	3.5	-2.3	7.7	3.2	3.7	14.7	-0.6
18	O=C(Nc1ccccc1)C1=C[C@H](c2ccccc2)C[C@H](OCCCCO)O1	-5.7	4.8	1.0	-7.3	13.2	17.9	-11.5	-3.7	-8.2
19	O=C(O)c1ccc(N/N=C/c2c(F)cccc2Cl)cc1	-25.4	-11.9	-1.6	96.7*	7.6	1.7	98.2*	5.6	96.2*
20	COc1cc(C(=O)NCC(=O)OC(C)C(=O)Nc2ncc(Cl)cc2Cl)cc(OC)c1OC (stereo unspecified)	-4.4	4.6	0.6	-16.8	-1.8	1.6	4.8	-2.3	4.0
21	Cc1ccccc1Nc1nc(N)nc(CSc2nnc(-c3ccccc3)n2C)n1	10.1	23.5	-1.4	1.2	-0.5	-0.7	7.7	0.0	1.8
22	Cc1ccc(S(=O)(=O)n2nc(C)c(S(=O)(=O)N3CCOCC3)c2C)cc1	9.1	6.9	0.0	-14.6	3.3	-2.6	0.3	5.8	-5.7
23	O=C(NCC(c1cccnc1)N1CCOCC1)c1ccc2c(c1)OCO2 (stereo unspecified)	-19.9	23.9	-0.6	7.6	9.8	-2.2	2.2	-1.0	-4.7
24	Cc1ccc(S(=O)(=O)Nc2c3ccccc3nc(=O)n2-c2ccccc2)cc1	-9.2	-182.7	-36.0	12.8	37.6	14.5	14.3	-2.3	-10.1
25	CCCC(=O)NC(c1cccs1)c1cc(Cl)c2cccnc2c1O (stereo unspecified)	-11.4	14.2	2.2	-6.5	20.2	16.6	-5.5	-29.6	-4.5
26	O=C(CSc1nnc(-c2ccncc2)o1)Nc1nncs1	-6.6	4.3	4.2	0.8	-14.3	3.0	-8.3	-6.9	8.0
27	O=C(Cc1cccc2ccccc12)Nc1ccc2oc(-c3ccccc3)nc2c1	6.1	-305.7	-2.2	3.1	-13.8	16.7	6.1	-0.6	2.5
28	COc1ccc(-c2c(-c3ccsc3)oc(=O)c3cc(OC)c(OC)cc23)cn1	-4.3	-115.0	-3.5	-0.4	17.8	18.7	-6.7	3.6	2.4
29	CC(=O)N1Cc2cc([N+](=O)[O-])ccc2Oc2ccccc21	3.6	17.9	3.6	-0.1	-3.0	2.4	4.1	-10.0	3.0
30	Oc1cccc(NC(=S)Nc2cccnc2)c1	-5.0	14.1	0.8	9.8	15.0	-5.3	1.3	13.0	-2.2

# Two records drawn at random from those above, as already listed:
No.	Compound	PfG6PD inh	SENP8 block-1	SENP1 FRET inh	SENP6 inh	NLRP3 yeast inh	Apaf-1 inh	SENP7 inh	HKDC1 inhibitor	SENP8 block-2
21	Cc1ccccc1Nc1nc(N)nc(CSc2nnc(-c3ccccc3)n2C)n1	10.1	23.5	-1.4	1.2	-0.5	-0.7	7.7	0.0	1.8
22	Cc1ccc(S(=O)(=O)n2nc(C)c(S(=O)(=O)N3CCOCC3)c2C)cc1	9.1	6.9	0.0	-14.6	3.3	-2.6	0.3	5.8	-5.7

# Remaining list, next part:
No.	Compound	PfG6PD inh	SENP8 block-1	SENP1 FRET inh	SENP6 inh	NLRP3 yeast inh	Apaf-1 inh	SENP7 inh	HKDC1 inhibitor	SENP8 block-2
31	COc1ccc(NC(=O)Nc2ccc3c(c2)N(C)C(=O)CS3)cc1OC	10.8	3.8	1.7	-11.5	-6.1	-4.2	-8.6	0.8	-6.9
32	S=c1[nH]nc(-c2cccs2)n1/N=C/c1c(Cl)cccc1Cl	38.2	-7.6	0.6	-7.1	-3.4	4.0	10.7	11.1	2.1
33	Cc1sc2ncnc(N3CCC(C(=O)Nc4cc(Cl)ccc4Cl)CC3)c2c1C	1.8	-9.3	-2.7	-22.3	30.1	29.3	0.9	4.7	-5.9
34	O=S(=O)(c1ccc(F)c(Cl)c1)N1CCN(C/C=C/c2ccccc2)CC1	14.3	-5.6	-1.9	1.0	23.7	16.3	8.3	0.6	-4.6
35	O=C(CSc1ccc(Br)cc1)NC1CCS(=O)(=O)C1 (stereo unspecified)	0.7	6.1	1.9	-12.8	3.8	-2.6	-8.0	-4.8	-1.5
36	O=C(CNS(=O)(=O)c1ccc(Br)cc1)N1CCN(Cc2ccccc2)CC1	1.1	-0.5	-0.3	-12.2	0.8	15.8	-3.4	-0.3	2.3
37	CCOC(CNC(=O)c1cccc([N+](=O)[O-])c1)OCC	-3.0	19.4	2.0	-13.8	9.8	-3.6	1.4	-3.6	-1.5
38	CCN(CC)S(=O)(=O)c1ccc(N2CCCC2)c(NC(=O)Cc2ccccc2)c1	13.7	8.1	-2.1	-16.6	7.0	5.1	-4.4	-2.7	6.4
39	CCOc1ccc(C=NN2CCCCCC2)cc1OCC	10.5	-9.8	-2.3	.	.	.	.	-1.0	.
40	C=C1c2ccccc2O[C@H](C(=O)OCC)[C@@H]1C1CCCCC1	22.6	-0.9	3.2	.	.	16.2	-1.7	1.1	.
41	CCN(CC)S(=O)(=O)c1ccc(C(=O)NN(C)C2=NS(=O)(=O)c3ccccc32)cc1	-4.0	33.0	1.6	-0.9	9.5	2.4	-15.2	1.9	-11.2
42	CCc1cccc(C)c1NC(=O)N(C)C1CCCCC1	-3.3	20.4	0.5	-9.7	5.5	-27.4	0.1	-1.4	1.0
43	O=C(NCC(c1ccco1)N1CCOCC1)c1ccc(C(F)(F)F)cc1 (stereo unspecified)	9.5	6.4	3.3	-9.2	5.7	-0.8	-4.1	-0.3	-7.6
44	O=C(NCc1ccc(F)cc1)C(c1ccccc1)N(C(=O)c1csnn1)c1ccccc1 (stereo unspecified)	4.3	15.8	1.0	-24.1	6.5	4.5	2.0	-4.9	1.2
45	CN(c1ccccc1)S(=O)(=O)c1cccc(C(=O)NCCCN2CCCC2=O)c1	-3.9	5.6	0.2	-12.4	6.0	16.4	-4.2	-5.6	-9.0
46	CS(=O)(=O)N(CC(=O)N1CCN(c2ccccc2)CC1)Cc1ccc(Cl)cc1	-4.5	13.3	0.5	-0.6	20.0	-17.8	6.3	6.0	-2.0
47	O=C(COc1ccccc1[N+](=O)[O-])Nc1ccccc1N1CCCCC1	16.0	20.0	-0.8	27.7	2.5	27.2	21.3	-1.7	-5.5
48	O=c1[nH]c2cc3c(cc2cc1CN(CCO)S(=O)(=O)c1ccccc1)OCCO3	-14.8	-394.0	0.9	1.4	-1.3	-4.2	11.7	-2.0	-2.3
49	CC(C)CNC(=O)c1cccc(NC(=O)c2ccc3c(c2)C(=O)N(C)C3=O)c1	-10.8	19.2	0.4	-3.3	13.5	-7.3	1.4	-6.1	-2.8
50	O=C1OC(c2ccccc2)=N/C1=C\C=C\c1ccccc1[N+](=O)[O-]	0.6	15.2	28.2	-16.6	18.9	19.0	5.2	4.7	-6.1
51	Cn1ncc(C#N)c1NC(=O)C1CC(c2c(F)cccc2Cl)=NO1 (stereo unspecified)	-13.7	14.8	2.8	-2.7	10.0	-1.1	-6.1	-10.1	3.9
52	Cc1ccc(OCC(=O)NNC(=O)C2CCN(c3ncccn3)CC2)cc1	-8.9	-34.3	1.7	-1.6	2.7	-15.3	7.6	6.8	-2.6
53	Cc1cc(NC(=O)c2noc3c2CCCC3)n(-c2ccccc2)n1	-5.7	0.5	-0.9	-9.1	1.7	11.9	-4.6	-7.1	-16.6
54	COc1ccccc1N(C)S(=O)(=O)c1ccc(C(=O)N(C)Cc2ccc(Cl)s2)cc1	-8.4	1.7	-1.8	7.7	23.4	7.9	6.5	0.5	-1.9
55	Cc1ccc(C)c(C(=O)NCc2ccncc2)c1	-3.2	17.2	-0.4	-8.1	13.2	-4.8	2.8	-2.4	0.7
56	N#Cc1ccccc1Cn1c(=O)n(C2CCCC2)c(=O)c2ccccc21	3.3	15.0	2.0	0.7	0.0	19.1	-2.6	0.8	-5.8
57	COc1ccc(CN2CCC(C(=O)N3CCCC(C)C3)CC2)cc1OC (stereo unspecified)	-13.1	-51.7	0.0	-3.6	3.1	-15.7	1.9	-7.1	-5.7
58	Cc1ccccc1N(CC(=O)NCCSCc1ccco1)S(C)(=O)=O	2.4	13.5	-4.0	-6.5	-13.2	-14.2	-0.1	5.4	-9.1
59	O=C(NCc1nc2ccccc2[nH]1)C1=C[C@H](c2ccc(C(F)(F)F)cc2)C[C@H](OCc2ccc(CO)cc2)O1	15.0	4.8	0.3	3.7	6.7	11.4	-1.9	0.7	5.3

# Compound activity (PubChem)

# The order is random; overall some 4.1% were active at least once.
